# Screening results from PubChem.
# PI5P4K alpha inh = blocks human PI5P4K alpha kinase activity | PI5P4Kalpha enzyme, ADP-Glo luminescence, 60 min; active compounds read low | max response, % | 1.2% of 330,000 active; active = max response of -50% or lower; inconclusive = between -30% and -50%; inactive = -30% or higher; also: value at the top dose of about 77 µM; % is scaled to controls: 0 for no effect and ±100 for the full control effect
#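 Enzyme plus substrate dispensed, test compounds pinned in, then ATP (5 microM final) added. After 60 min at RT, ADP-Glo reagent 1 for 45 min and reagent 2 for 30 min preceded luminescence imaging.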
# EPAC2 ag = activates human EPAC2 exchange factor; Q8WZA2; EPAC2 activation, biochemical qHTS; response scale: 100% = 6.5 mM cAMP response; Potency, µM (titrated, usually from 154 µM), inactives show top-dose activation, actives largely listed as activators; 0.079% of 360,000 active; also: potency is read from the fitted curve at half-maximal effect; nearly all actives have a fitted effect of over 50% in size
# Target sequence (Q8WZA2 whole entry, looked up): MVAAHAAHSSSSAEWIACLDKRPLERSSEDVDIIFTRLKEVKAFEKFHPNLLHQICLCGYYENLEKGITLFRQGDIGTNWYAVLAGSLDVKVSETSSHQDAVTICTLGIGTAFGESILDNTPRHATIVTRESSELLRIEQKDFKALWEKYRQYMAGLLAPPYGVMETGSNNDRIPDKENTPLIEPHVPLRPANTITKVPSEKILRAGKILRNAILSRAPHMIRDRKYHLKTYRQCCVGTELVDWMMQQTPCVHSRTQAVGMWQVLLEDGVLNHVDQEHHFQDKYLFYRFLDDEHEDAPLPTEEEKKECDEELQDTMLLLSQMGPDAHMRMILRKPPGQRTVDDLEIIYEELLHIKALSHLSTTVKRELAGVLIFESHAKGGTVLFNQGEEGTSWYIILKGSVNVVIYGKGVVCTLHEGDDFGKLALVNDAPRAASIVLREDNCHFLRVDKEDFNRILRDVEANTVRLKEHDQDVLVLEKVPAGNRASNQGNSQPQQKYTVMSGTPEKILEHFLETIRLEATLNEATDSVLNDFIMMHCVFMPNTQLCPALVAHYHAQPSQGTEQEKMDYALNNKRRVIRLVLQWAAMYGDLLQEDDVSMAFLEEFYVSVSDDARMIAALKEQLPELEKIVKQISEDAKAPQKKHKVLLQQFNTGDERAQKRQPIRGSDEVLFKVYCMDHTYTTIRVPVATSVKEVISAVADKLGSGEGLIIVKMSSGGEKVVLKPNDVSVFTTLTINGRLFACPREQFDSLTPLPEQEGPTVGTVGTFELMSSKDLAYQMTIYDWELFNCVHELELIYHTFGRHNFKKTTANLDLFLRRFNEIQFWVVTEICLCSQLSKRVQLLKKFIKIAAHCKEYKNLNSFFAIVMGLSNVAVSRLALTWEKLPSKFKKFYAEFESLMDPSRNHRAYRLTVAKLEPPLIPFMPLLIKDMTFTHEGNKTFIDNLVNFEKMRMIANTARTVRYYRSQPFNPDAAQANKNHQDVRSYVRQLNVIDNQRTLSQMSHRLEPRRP
#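 Compounds were titrated in qHTS against a Rap1B-BODIPY-GDP (250 nM) complex with EPAC2 (100 nM) and GDP (50 uM). BODIPY-GDP release tracked at 480/540 nm over 30 min at room temperature, normalized to 6.5 mM cAMP.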
# CCT chaperon mod = modulators of cytosolic chaperonin (CCT/TRiC) activity; purified chaperonin ATPase assay, HTRF ADP detection, 30 min; AID 651819; activity change, % (test concentration not listed), hits read low; 0.3% of 360,000 active; in the data active = activity change below about -30%; also: % is scaled to controls: 0 for no effect and ±100 for the full control effect
#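 TRiC (40 or 20 nM final, by batch activity) in 30 mM Tris pH 7.4, 100 mM KCl, 5 mM MgCl2, 1 mM DTT was treated with compound at 76 uM single dose, then 10 uM ATP, 30 min at 37 °C. ADP was read by HTRF Transcreener.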
# EPAC1 antag = blocks human EPAC1 exchange factor | 0.14% of 360,000 active | Potency, µM (titrated, usually from 115 µM), without a hit: at the top dose activity change, negative = inhibition, hits mostly inhibitors | O95398 | EPAC1 GEF assay, Rap1b-BODIPY-GDP exchange fluorescence;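 also: potency is read from the fitted curve at half-maximal effect; plate controls were vehicle for no effect and positive control for full effect; nearly all actives have a fitted effect of over 50% in size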
# WRN helicase inh = WRN helicase (human) inhibition; Q14191; WRN helicase unwinding, fluorescent forked duplex, kinetic; Potency, µM (doses to about 114 µM), without a hit: at the highest dose activity change, negative = inhibition, actives largely listed as inhibitors; 0.46% of 360,000 active; also: potency is read from the fitted curve at half-maximal effect; % is scaled to controls: 0 for no effect and ±100 for the full control effect; nearly all actives have a fitted effect of over 55% in size
#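 WRN at 20 nM final was preincubated with compound for 15 min at room temperature; reaction started with 100 nM forked duplex oligonucleotide carrying fluorophore and quencher plus 2 mM ATP (final). Unwinding followed kinetically by red fluorescence (ex 525/em 598 nm).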
# PLK1 PBD inh = blocks phosphopeptide binding to human PLK1 polo-box domain; 2.8% of 360,000 active; Potency, µM, inactives show max response, negative = inhibition, most hits filed as inhibitors; P53350; Plk1 PBD binding of FITC phosphopeptide, fluorescence polarization; also: potency is read from the fitted curve at half-maximal effect; series mostly up to about 57 µM; % is scaled to controls: 0 for no effect and ±100 for the full control effect; nearly all actives have a fitted effect of over 65% in size
# EPAC1 ag = agonists of human EPAC1. EPAC1 agonist qHTS, biochemical assay; response scale: 100% = response to 6.5 mM cAMP. 0.073% of 360,000 active. Potency, µM (highest dose often 154 µM), for inactives: at the highest dose activation, hits mostly activators. O95398; also: potency is read from the fitted curve at half-maximal effect; nearly all actives have a fitted effect of over 60% in size
#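 Nucleotide exchange assay: 100 nM EPAC1 with 250 nM Rap1B loaded with BODIPY-GDP and 50 uM GDP, room temperature. Fluorescence (480/540 nm) read every 5 min for 30 min; signal change normalized to 6.5 mM cAMP as full agonist.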
# IL-2 act = activates IL-2 in a cell-based reporter assay. IL-2 activation reporter assay, cell-based qHTS; stimulated with anti-CD3/CD4/CD28 beads; in transgenic mouse T cells. activation, % (series mostly up to about 46 µM). 0.065% of 360,000 active; in the data active = activation above about 50%; inconclusive = mostly about 30% to 49%; also: 0% is about no effect
#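 Using fluorescent plate cytometry, EGFP and DsRed are detected in transgenic mouse T cells stimulated 18 h at 37 degrees C with antibody-coated beads after 60 min compound pretreatment.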
# The depositor's hits bear a star; ? = inconclusive; · = not tested or not shown; [ ] = dose if it differs, or a comment. Unless noted, calls follow the shape of the dose curve; as a rule, active = well fitted curve in the direction sought with a large enough effect; inconclusive = small, poorly fitted or top-dose-only effect, or another doubt; inactive = no such curve, though single readings can be large; an effect the other way counts as inactive or inconclusive. The list is partial (hit frequency here may not be typical).
# Each structure is followed by: PI5P4K alpha inh	EPAC2 ag	CCT chaperon mod	EPAC1 antag	WRN helicase inh	PLK1 PBD inh	EPAC1 ag	IL-2 act
[1] Fc1ccc(CNC(=S)NCc2cccc(Cl)c2)cc1
  3	11%	-1.1	-25%	-1%	-12%	-3%	-0.4
[2] N#C/C(=C\c1cccnc1)c1nc2ccccc2[nH]1
  1	24%	0.9	7%	-35%	-2%	-3%	-0.8
[3] CC(=O)OCC(=O)[C@@]1(O)CC[C@H]2[C@@H]3C[C@H](C)C4=CC(=O)C=C[C@]4(C)[C@H]3[C@@H](O)C[C@@]21C
  -3	-2%	-0.1	10%	6%	-1%	-17%	-0.3
[4] CC1CC(C)CN(S(=O)(=O)c2ccc(Oc3ccc([N+](=O)[O-])cc3)cc2)C1 (centres undefined)
  12	9%	-19	-4%	-24%	-4%	2%	-1.3
[5] Cc1ccc(/C=C/S(=O)(=O)NCc2ccc(F)cc2)cc1
  -4	4%	1.9	12%	-5%	-19%	-1%	0.3
[6] O=C(OC1CCCCC1=O)c1cccc(S(=O)(=O)NCc2ccccc2)c1 (centres undefined)
  -10	2%	-2.4	5%	-6%	-4%	-2%	0.3
[7] COc1ccc2c(c1)C1OCCC1C(c1ccco1)N2 (centres undefined)
  -2	6%	1.0	-14%	-4%	-27%	-9%	-0.2
[8] CC(C)COc1nc2ccccc2nc1N1CCN(C)CC1
  -2	-5%	-4.7	20%	-1%[57.1 µM]	-3%	0%	-3.2
[9] Cn1c(-c2ccccc2)nc2cnccc21
  -20	2%	-0.5	12%	2%	24µM*	7%	-1.5
[10] COc1ccc(Cl)cc1N(CC(=O)N1CCCC1)S(C)(=O)=O
  5	0%	1.7	9%	-2%	1%	-4%	-0.8

# Part of the list above, with one line to a screen:
7) COc1ccc2c(c1)C1OCCC1C(c1ccco1)N2 (centres undefined)
8) CC(C)COc1nc2ccccc2nc1N1CCN(C)CC1
9) Cn1c(-c2ccccc2)nc2cnccc21

entry no.,7,8,9
PI5P4K alpha inh,-2,-2,-20
EPAC2 ag,6%,-5%,2%
CCT chaperon mod,1.0,-4.7,-0.5
EPAC1 antag,-14%,20%,12%
WRN helicase inh,-4%,-1%[57.1 µM],2%
PLK1 PBD inh,-27%,-3%,24µM*
EPAC1 ag,-9%,0%,7%
IL-2 act,-0.2,-3.2,-1.5

# The listing continues:
# Each structure is followed by: PI5P4K alpha inh	EPAC2 ag	CCT chaperon mod	EPAC1 antag	WRN helicase inh	PLK1 PBD inh	EPAC1 ag	IL-2 act
[11] CCCc1cc(CN(C)C(=O)c2ccc(OC3CCN(C(C)=O)CC3)c(OC)c2)[nH]n1
  -1	-5%	-0.2	0%	13%	4%	1%	-0.8
[12] O=c1[nH]c(CN2CCN(S(=O)(=O)c3ccc(Cl)cc3)CC2)nc2cc(Cl)ccc12
  -9	7%	0.1	5%	-12%	1%	7%	4.0
[13] COc1ccc(N2CCN(C(=O)COC(=O)COc3cccc(C(F)(F)F)c3)CC2)cc1
  -2	4%	-0.3	-2%	1%	-7%	7%	0.9
[14] CC1CN(C(=O)c2ccc(N3CCCCC3)c([N+](=O)[O-])c2)CC(C)O1 (centres undefined)
  1	5%	3.9	8%	8%	-8%	-7%	-0.2
[15] CCOC(=O)c1nn(-c2ccc(Cl)cc2)cc1O
  0	1%	1.7	17%	2%	-11%	-2%	-2.0
[16] Cc1ccc(-n2c(SCC(=O)Nc3ccc4cn[nH]c4c3)nnc2-c2ccco2)cc1
  -27	-3%	1.8	4%	-3%	-4%	-11%	-0.3
[17] NS(=O)(=O)c1cccc(NC(=O)Nc2ccccc2)c1
  -10	10%	-1.8	11%	-3%	2%	3%	0.2
[18] COCC(COCCCNC(=O)Nc1ccc(Br)cc1)OC (centres undefined)
  0	-7%[15.6 µM]	-4.0	0%	3%	-2%	-13%	-0.3
[19] COc1ccc2[nH]c3c(=O)n(Cc4ccc(C(=O)NCC5CCCO5)cc4)c(=S)[nH]c3c2c1 (centres undefined)
  -4	3%	-5.3	-10%	?	-18%	12%	-1.5
[20] Cc1nnsc1Sc1cccc(C(F)(F)F)c1
  ·	-8%	0.0	14%	-2%	?	3%	-0.4
[21] CCOC(=O)Cn1c(CN2CCOCC2)nc2c1c(=O)[nH]c(=O)n2C
  0	6%	-0.5	-20%	-7%	-8%	1%	0.0
[22] CC(=O)N1CC[n+]2c(-c3ccc(Cl)cc3Cl)csc21
  -16	9%	-2.7	0%	9%	?	6%	0.6
[23] CCCC(=O)Nc1ccc(NC(=O)c2cccs2)cn1
  -4	-2%	-2.1	2%	-3%	4%	-2%	-0.3
[24] CCc1cccc2c(C(=O)COC(=O)c3nn(C)c(=O)c4ccccc34)c[nH]c12
  5	4%	-13	?	1%	-13%	1%	-2.4
[25] CC(=O)c1cccc(NC(=O)c2cc(-c3ccc(C)cc3)on2)c1
  ·	1%	-2.5	0%	-1%	-8%	12%	-2.8
[26] O=C(CSc1nnnn1C1CCCC1)NCc1cccs1
  2	3%	-0.6	-19%	1%	-8%	-2%	-0.7
[27] CCc1ccc(OCC(=O)N2c3ccccc3CCc3ccccc32)cc1
  2	-2%	1.6	-5%	-8%	2%	1%	-0.7
[28] O=C(COc1ccccc1Cl)Nc1nc(-c2cccs2)cs1
  2	18%	-1.5	-5%	-8%	-10%	16%	-0.5
[29] CC(=O)c1c(C)[nH]c(C(=O)OCC(=O)Nc2ccc3[nH]c(=O)[nH]c3c2)c1C
  -3	9%	0.5	-25%	-35%	-2%	9%	0.8
[30] CC1CCCCC1NC(=O)CN1C(=O)NC(Cc2ccccc2)(Cc2ccccc2)C1=O (centres undefined)
  15	-6%	0.6	-7%	-1%	4%	-3%	-0.1
[31] O=C(Cc1cccc2ccccc12)NCCC1=CCCCC1
  0	4%	-0.4	-6%	-5%	-9%	1%	-2.5
[32] O=C(Cc1c(F)cccc1Cl)N1CCN(C(=O)c2ccco2)CC1
  ·	7%	-1.2	10%	3%	-2%	-4%	-0.7
[33] O=C(Nc1c2c(nn1-c1ccc(F)cc1)CS(=O)C2)C12CC3CC(CC(C3)C1)C2 (centres undefined)
  7	6%	1.0	-19%	-10%	-8%	-9%	0.7
[34] COc1cc(/C=C(\C#N)c2ccccn2)ccc1OCC(=O)Nc1ccc(Br)cc1
  -1	0%	-0.2	11%	14%	-11%	-5%	-2.4
[35] Cc1ccc2cc(CN(Cc3nnnn3C3CCCC3)C3CCCCC3)c(=O)[nH]c2c1C
  ·	11%	1.6	-8%	-7%	-3%	6%	-1.4
[36] Cc1ccc(-c2nnnn2C2C/C(=N\NC(N)=S)C3OCC2O3)cc1 (centres undefined)
  7	2%	-0.4	9%	-2%[57.1 µM]	1%	4%	-2.1
[37] COc1ccc(C(=O)NC2CCN(C(=O)Nc3ccccc3Cl)CC2)cc1
  -12	27%	-1.4	-3%	0%	-15%	5%	0.2
[38] O=C(CSc1nnc2ccccn12)NC(=O)NC1CCCC1
  ·	8%	3.4	-1%	-6%	-6%	3%	0.6
[39] COc1cccc(CNC(=O)CCC2CCCN(Cc3cc4ccccc4o3)C2)c1 (centres undefined)
  5	7%	0.0	-6%	4%	-1%	5%	0.1
[40] COc1ccc(NC(=O)C2(C)Cc3c(-c4cccc(NC(C)=O)c4)ccnc3O2)cc1 (centres undefined)
  7	3%	0.6	-12%	-6%	2%	-7%	-0.8
[41] CC1(C)C(=O)OC(c2c(F)c(F)c(F)c(F)c2F)C2(CCCCC2)C1=O (centres undefined)
  8	-6%	1.7	-14%	-12%	4%	7%	1.5
[42] CC(=O)N1CCc2cc(S(=O)(=O)NC(CC(C)C)C(=O)Nc3cc(C)ccn3)ccc21 (centres undefined)
  3	-12%	-1.8	3%	5%	-7%	-2%	5.4
[43] COc1cc(C(=O)N2CCCCC2c2cc(C(=O)NCc3cccnc3)no2)cc(OC)c1C (centres undefined)
  13	5%	1.8	-6%	1%	-9%	-1%	0.1
[44] CCn1nccc1C(=O)Nc1nccs1
  0	-17%	-2.0	0%	2%	-10%	0%	-2.1
[45] COc1ccc(C(=O)N2CC(=O)Nc3ccc(F)cc3C2c2ccccc2)cc1 (centres undefined)
  0	-4%	0.2	-6%	-2%	-1%	-16%	-3.0
[46] Cc1nc(C(F)(F)F)ccc1C(=O)N1CCCCCC1(C)C(=O)NCC(C)C (centres undefined)
  3	1%	0.4	-7%	6%	-8%	-8%	0.2
[47] Cc1ccc(C(=O)N/C(=C\c2cccc([N+](=O)[O-])c2)C(=O)NCc2ccncc2)cc1
  -7	7%	1.6	2%	-3%	8%	7%	0.5
[48] O=C(N/N=C/c1ccccc1)c1ccc(-c2ccccc2)cc1
  -2	7%	0.8	9%	-1%	-3%	17%	-0.3
[49] COCCNC(=S)Nc1ccccc1Cc1ccccc1
  -1	5%	-0.9	5%	-5%	-1%	0%	-0.4
[50] CCN1C(=O)CC(c2ccccc2)N(C2CCCC2)c2nc(Nc3ccc(C(=O)NC4CCN(C)CC4)cc3OC)ncc21 (centres undefined)
  0	-4%	-1.7	-7%	-14%	0%	-18%	-2.7
[51] COc1ccc(Nc2nc(=O)[nH]nc2C)cc1
  ·	11%	-1.2	-2%	0%	-9%	2%	-1.4
[52] CCCCn1c(N)c(N(CCC(C)C)C(=O)c2ccc3ccccc3c2)c(=O)[nH]c1=O
  -1	-2%	-6.9	-5%	4%	-1%	-8%	0.8
[53] C=CCNC(=O)c1cc(Cl)cc(Cl)c1
  0	5%	0.7	-15%	10%	30µM*	12%	2.0
[54] O=S(=O)(c1ccc2oc3ccccc3c2c1)N1CCOCC1
  1	9%	-3.6	8%	-2%	-14%	4%	-3.2
[55] Cc1ccc(NC(=O)CSc2nccn2C)cc1S(=O)(=O)N1CCOCC1
  -2	1%	-1.2	-12%	6%	-13%	2%	-0.3
[56] Nc1nc(NC2CCCCC2)nc(NCCO)c1[N+](=O)[O-]
  -11	3%	0.3	-1%	-2%	4%	6%	-1.1
[57] CC(=O)c1cccc(NC(=O)CSc2n[nH]c(=O)n2C2CC2)c1
  -2	12%	-2.4	25%	-3%	-14%	-3%	0.0
[58] Cc1ccc(NC(=O)CN2C(=O)NC(C)(CCc3ccccc3)C2=O)cc1 (centres undefined)
  6	5%	2.6	-21%	-1%	1%	-4%	0.2
[59] COc1ccc(N(C)C(=O)c2ccc(NC(=O)CCS(=O)(=O)c3cccs3)cc2)cc1
  8	-13%	0.2	9%	-7%	-6%	5%	2.5
[60] [N-]=[N+]=NCCN1CCN(CCc2ccccc2)CCC1=O
  -3	4%	-0.3	1%	-2%	1%	1%	-2.1
[61] CCCOc1ccc(C2=CC(=O)C[C@H](c3ccc(OC)cc3)C2)cc1
  15	19%	0.3	0%	8%	2%	5%	0.1
